Dynein cargo inh: dynein cargo transport inhibition; 3617.4 mouse cells, GR-EGFP nuclear translocation imaging; test concentration mostly 20 µM; stimulated with dexamethasone, 1 µM; stronger effect = lower value; z-score, hits read low; 0.47% of 220,000 active;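 active means plate z-score of nuclear minus cytoplasmic receptor signal below a set negative limit, without overly bright fluorescence or cell loss, cut at about -3.5 in these data, passing the limit was not always enough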;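 further: z-score of nuclear minus cytoplasmic ring GR-EGFP intensity difference per well; some compounds called inactive have numbers as strong as hits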
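Medium: Induction medium lacking tetracycline, stripped serum | Probe or stimulus: 1.0 µM final dexamethasone stimulus | Schedule: 48 h induction, then 1 h compound, then 30 min agonist, 37 °C | Signal: Automated 10x imaging of fixed Hoechst-stained cells | Evaluation: Per-cell GR-EGFP intensity, nucleus versus surrounding cytoplasmic ring, well-averaged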
Lipid droplet: hepatic lipid droplet formation modulation; AML12 mouse hepatocytes, oleate lipid droplets, BODIPY imaging; inhibition, % at 6.5 µM; 0.4% of 240,000 active;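 active means lipid droplet intensity inhibited by at least 50%, with more than 500 cells counted; inconclusive means wells with under 300 cells, treated as cytotoxic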
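Assay system: AML12 hepatocytes (mouse) / Also added: 100 µM oleic acid challenge / Times: overnight treatment with compound plus oleate / Detection: high-content imaging of BODIPY-stained droplets and DAPI nuclei / Evaluation: % inhibition of lipid droplet signal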
XIAP displacement: small molecules displacing peptide from XIAP – biochemical, IAP family, fluorescence polarization (AID 1018). 0.007% of 200,000 active. XIAP BIR domain, fluorescence polarization peptide displacement; higher % means a stronger effect. displacement, % at 20 µM, or IC50 in µM where a hit was titrated; in the data active means displacement above about 50%; further: a part of the inactive calls stands beside numbers as strong as those of hits
Autophagy mod: modulators of autophagy; MEF GFP-LC3 puncta imaging; test concentration mostly 10 µM; 0.98% of 190,000 active; calls only at 10 µM (by protocol);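 active means percentage of spot-positive cells more than 3 SD above its plate mean, without a fluorescence outlier flag or 80% toxicity; inconclusive means no clear call, values can overlap the other calls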;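 further: spot-positive cell cutoff set from DMSO-treated cells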
Ins promoter up: MIN6 insulin promoter up-regulation | z-score at 5 µM | MIN6 insulin promoter-GFP reporter, high-content imaging; stronger effect = higher value | 0.3% of 190,000 active;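 active means z-score above 3 at 5 µM with at least 500 cells counted in the well; inconclusive means wells under 500 cells, flagged as cytotoxic or low count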
MT stabilizer: stabilizes microtubules in HeLa cells. % tubulin-high responders, % at 10 µM. AID 2205. HeLa tubulin immunostaining HCS, 24 h; share of cells brighter than vehicle mean+2SD. 0.83% of 200,000 active;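 active means plate Z-score above 3 for both tubulin-high and condensed-nucleus cell shares, with cell loss under 80%, at 10 µM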;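 further: anti alpha tubulin signal scored within the nucleus-defined area of each cell; some results filed as inactive read as strong as hits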
bCat nuc transl: alters nuclear translocation of beta-catenin in HeLa cells; 0.3% of 190,000 active; nuclear translocation activity, % at 5 µM; AID 1665; immunofluorescence imaging;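 active means nuclear translocation activity above 50% at 5 µM, with a well cell count of 50 or more; inconclusive means wells under 50 cells across six images, flagged as toxic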;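 further: per-cell ratio of nuclear to cytoplasmic median beta-catenin stain intensity; plate controls were DMSO negative control for no effect and GSK-3 inhibitor IX positive control for full effect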
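Assay system: human HeLa cells, native beta-catenin; doses: 5 µM primary, 0.02–20 µM confirmation; incubation: compound treatment 24 h, 37°C, 5% CO2; technique: fluorescence imaging of beta-catenin antibody stain plus DAPI; measure: % activation, nuclear-to-cytoplasmic median beta-catenin signal ratio per cell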
CSM14.1 death rescue: rescue of cells from ER stress-induced death, primary screen, 384-well, CSM14.1, thapsigargin, ATP luminescence (AID 1222). CSM14.1 thapsigargin-induced death rescue, ATP luminescence; higher % means a stronger effect. one-dose cellular ATP content (survival), % at 20 µM; EC50 in µM for titrated hits. 190,000 tested, under 10 active;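 active means EC50 below 50 µM in the dose-response confirmation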;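 further: death triggered by thapsigargin at about 15 µM added after 2 h compound pretreatment; cell ATP read after overnight thapsigargin exposure of roughly 18 to 22 hours; normalized against plate controls of thapsigargin alone and 5% DMSO vehicle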
WT yeast gro inh: growth inhibition of WT yeast, mitochondrial fusion screen | mitochondrial fusion phenotypic screen, WT strain | inhibition, % at 10 µM | 2.1% of 190,000 active; in the data active means inhibition above about 58%; tested in S. cerevisiae
WT yeast gro inh mutant strain: recorded beside WT yeast gro inh, whose call it bears; inhibition, %; mitochondrial fusion phenotypic screen, mutant strain inhibition
Dynein cargo inh cytoplasmic EGFP: second read-out of Dynein cargo inh, no call of its own (marks repeat the call); z-score; measured here: cytoplasmic GR-EGFP intensity; stronger effect = higher value
Dynein cargo inh nuclear GR-EGFP: further read-out of Dynein cargo inh, marked with its call; z-score; measured here: nuclear GR-EGFP intensity;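 lower value marks the stronger effect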
Dynein cargo inh cell count: further read-out of Dynein cargo inh, marked with its call; z-score; measured here: cell count per field
Ins promoter up cell count: further read-out of Ins promoter up, marked with its call; cell count; measured here: cytotoxicity, nuclei count;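 total cells summed across four imaged fields per well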
Lipid droplet cells 6.5 µM: recorded beside Lipid droplet, whose call it bears; cell count; measured here: cell count, cytotoxicity flag;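 cells counted across two imaged fields per well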
bCat nuc transl cell count 5 µM: also measured in bCat nuc transl; calls as there; cell count; measured here: cell count, cytotoxicity flag
MT stabilizer Hoechst-high %: also measured in MT stabilizer; calls as there; % Hoechst-high responders; measured here: nuclear condensation Hoechst responders;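 share of cells brighter than vehicle mean plus two SD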
MT stabilizer cytotoxicity %: further read-out of MT stabilizer, marked with its call; toxicity, %; measured here: cytotoxicity by cell density;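 0% = mean cell density of plate MIN control wells and 100% = no cells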
Autophagy mod cell loss 18 h: further read-out of Autophagy mod, marked with its call; toxicity, %; measured here: cell loss, nuclei count;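 cell loss after 18 h compound exposure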
* = called active by the depositor; i = inactive; ? = inconclusive; . = no result given; + = active, no number.

SMILES	Dynein cargo inh	Dynein cargo inh cytoplasmic EGFP	Dynein cargo inh nuclear GR-EGFP	Dynein cargo inh cell count	Lipid droplet	Lipid droplet cells 6.5 µM	XIAP displacement	Autophagy mod	Autophagy mod cell loss 18 h	Ins promoter up	Ins promoter up cell count	MT stabilizer	MT stabilizer Hoechst-high %	MT stabilizer cytotoxicity %	bCat nuc transl	bCat nuc transl cell count 5 µM	CSM14.1 death rescue	WT yeast gro inh	WT yeast gro inh mutant strain
COc1ccc(CC2(CO)CCN(CC3=Cc4cc(Cl)ccc4OC3)CC2)cc1	1.7	-0.1	0.5	-1.1	-28	603	0.4%	i	9	-5.5	826	1.5	2.4	0.6	1.1	1530	-2.6%	78	80
COC(=O)NC(NS(=O)(=O)c1ccccc1)(C(=O)OC)C(F)(F)F (stereo not drawn)	0.27	-0.24	0.1	-0.042	1	737	.	.	.	-0.23	1455	.	.	.	0.6	1054	.	.	.
O=C(CCc1ccccc1)Nc1ccc(N2CCOCC2)c(Cl)c1	-0.24	-0.078	-0.72	0.083	-6	734	-8.8%	i	-6	.	.	3.8	1.7	6.4	.	.	-1.9%	-4	-9
NS(=O)(=O)c1ccc(N2N=C(c3ccccc3)CC2c2ccccc2)cc1 (stereo not drawn)	0.34	-0.24	0.16	-0.75	12	560	-2.0%	i	13	-0.91	518	2.8	1.7	4.3	-0.6	1083	-2.8%	72*	-0.8*
O=C(/C(=C/O)N=Nc1ccccc1)c1ccncc1	-0.95	1	-0.51	0.24	7	746	-12%	i	-2	-0.21	964	1.9	1.5	5.5	.	.	1.4%	2	-27
CNC(=O)c1csc(-c2ccc(C)cc2)n1	0.0071	-0.17	-0.22	0.38	.	.	-11%	i	5	-0.25	1469	4.3	0.5	0.9	7.0	1419	-1.6%	7	16
CN1CC=C2C(C#N)=C(N)C(C#N)(C#N)C(c3cccc(Cl)c3Cl)C2C1 (stereo not drawn)	-1.9	22	3.5	0.64	-27	641	2.3%	+	-13*	.	.	3.2	2.2	5.9	1.2	1119	.	10	-7
Cc1ccc(OCC(=O)NNC(=O)Cn2nnc(-c3ccccc3)n2)cc1	-0.66	-0.38	-0.81	1.2	21	683	1.5%	i	-10	0.37	1181	4.1	1.8	6.9	-0.5	1063	0.3%	0	-13
Cc1cc(NC(=O)c2ccco2)ncc1NC(=O)CCc1ccccc1	-0.34	-0.2	-0.057	0.045	.	.	-4.2%	i	8	.	.	1.8	1.4	8.9	3.0	1096	2.0%	7	-10
CC(C)c1ccccc1OCCNC(=S)NC(=O)c1cccnc1	-1.1	-0.23	0.22	0.24	7	766	-7.5%	i	-1	0.45	1585	2.2	2.5	7.7	-2.7	1086	1.1%	3	22
Cc1ccc(C(=O)N2CCc3ccccc32)cc1NC(=O)c1ccco1	0.43	-0.35	0.6	0.88	-1	720	-7.0%	i	-1	0.89	1158	5.0	3.7	13	3.9	990	.	5	3
Cc1cc(Cl)ccc1OCC(=O)Nc1ccccc1NS(=O)(=O)c1cccs1	0.4	-0.16	0.89	-0.86	-23	670	.	.	.	-0.63	1014	.	.	.	-0.2	1285	.	.	.
O=C(NCC1CCCO1)c1c(O)c2c([nH]c1=O)CCCC2 (stereo not drawn)	1.1	-0.052	1	-0.62	.	.	-8.7%	i	2	2.8	1184	5.4	2.4	6.1	-4.8	716	-0.6%	-12	1
COc1cccc(-c2cc(C(=O)Nc3ccccc3SC)no2)c1	-0.74	-0.14	-0.23	0.55	.	.	0.6%	i	2	-0.83	1520	1.6	1.9	9.7	-1.5	923	-0.8%	-4	-6
CO/N=C(\CS(=O)(=O)Cc1ccc(OC)cc1)c1ccc(Cl)cc1	0.2	-0.18	-0.2	-0.8	.	.	-4.1%	i	-20	-0.37	1424	2.5	1.2	5.2	4.0	1226	-0.4%	-7	-8
CCN(CC)S(=O)(=O)c1ccc(OC)c(NC(=O)C2CC(=O)N(c3ccc(C)cc3)C2)c1 (stereo not drawn)	-0.99	-0.27	-0.15	0.74	-3	671	-15%	i	-2	.	.	0.8	0.7	2.0	1.7	1538	0.4%	-16	-17
Cc1cc(C)nc(N(C#N)CN2C(=O)c3ccccc3S2(=O)=O)n1	0.1	-0.17	0.22	-0.18	.	.	-5.7%	i	-5	-0.15	1088	5.2	1.6	6.2	-6.0	955	0.4%	10	-7
CS(=O)(=O)N1CCN(c2ccc(NC(=O)c3cccnc3Cl)cc2)CC1	0.35	-0.2	0.32	-0.13	1	775	-20%	i	1	0.63	758	1.8	2.5	7.7	-2.4	1154	-3.1%	-7	5
CCNC(=S)Nc1ccc(OC(F)(F)F)cc1	-0.83	-0.31	0.23	0.13	4	672	-5.1%	i	-4	0.27	1484	2.6	2.6	7.4	-1.6	1076	-1.7%	15	24
Cn1c(CN2CCCCC2)nc2cc([N+](=O)[O-])ccc21	-0.98	-0.24	-0.36	0.62	15	723	-2.1%	i	14	0.24	1570	1.6	0.8	5.8	2.4	857	-0.9%	12	5
CCOC(=O)CCSc1nc(-c2ccccc2)cc(C(F)(F)F)n1	0.21	-0.26	-0.066	0.44	-6	717	-0.8%	i	-8	.	.	2.8	1.7	3.4	-3.2	604	-4.8%	13	-17
Cc1ccc(C)n1-n1cnc2sc(-c3ccccc3)cc2c1=O	-0.91	-0.18	-0.52	0.71	-3	671	1.5%	i	-2	-0.18	1201	0.8	0.9	11	-0.4	1055	.	63	67
CCOc1ccccc1C(=O)Nc1nnc(SCC(=O)N2CCOCC2)s1	0.16	-0.083	0.026	-0.62	-16	720	-6.8%	i	0	0.59	1011	2.3	2.2	7.0	-0.9	1005	.	-1	-6
Cc1ccc(NC2c3ccccc3C(=O)N2c2cccnc2)cc1 (stereo not drawn)	-0.25	-0.27	0.28	0.29	-6	705	.	.	.	-0.08	1038	.	.	.	-0.2	1332	.	.	.
COc1ccc(C(=O)c2c(C(F)(F)F)oc3c2C(=O)c2ccccc2C3=O)cc1OC	0.36	-0.06	-0.057	-0.082	-18	803	-6.6%	i	49	?	.	6.1	2.8	61	.	.	-2.5%	90*	77*
O=C(Nc1cccc(F)c1)C1CC(=O)N(c2ccc(Cl)cc2)C1 (stereo not drawn)	-0.96	-0.42	-0.28	2	13	781	-1.2%	i	-10	0.04	884	1.8	1.5	12	1.3	1139	-0.7%	0	-17
CC1=NCCN1CCNC(=O)Nc1cc(C)cc(C)c1	-0.12	-0.19	-0.16	-0.27	6	689	.	.	.	0.16	1382	.	.	.	-1.8	1143	.	.	.
NNc1nc2ccc(F)cc2s1	1.4	-0.13	1.5	-2.7	-1	495	-6.3%	i	-1	-0.1	1403	1.6	1.2	8.2	-0.8	979	0.1%	65*	61*
COc1ccc(C(c2nnnn2C2CCCC2)N2CCC(C(N)=O)CC2)c(OC)c1 (stereo not drawn)	1.1	-0.15	1	-0.49	.	.	1.0%	i	16	-1.1	1301	1.6	1.9	1.6	-5.3	891	-0.5%	11	9
O=c1c2ccccc2c(C=NCCO)c(O)n1-c1ccccc1	0.17	-0.26	0.51	0.66	16	615	-9.1%	i	-2	0.07	1816	2.9	0.9	1.2	1.9	1137	1.6%	16	16
CCOCC(=O)NCc1ccc2c(c1)OCO2	-0.76	-0.25	-0.13	0.32	1	666	-1.2%	i	2	0.47	1968	1.2	0.5	38	-1.3	1029	-1.5%	1	-11
O=C(CSc1ccccc1)NCc1ccccn1	-0.32	-0.2	-0.23	-0.49	-2	629	-8.6%	i	1	-0.12	1438	4.2	1.8	5.2	-1.7	1040	0.6%	-5	-14
Cc1cccc(-n2c(C)cc(/C=C3\C(=N)N4N=C(CC(C)C)SC4=NC3=O)c2C)c1	-0.063	-0.29	-0.29	0.45	-1	634	-6.1%	i	3	0.45	1297	1.8	2.4	3.5	-2.0	948	-1.4%	2	-2
Cc1occc1C(=O)Nc1cccc([N+](=O)[O-])c1C	0.15	-0.87	-0.26	0.32	16	708	.	.	.	1.1	914	.	.	.	-0.6	1342	.	.	.
O=C1c2ccccc2C(=O)N1c1ccc(Cc2ccncc2)cc1	-0.27	-0.22	-0.19	0.71	-13	719	.	.	.	0.17	999	.	.	.	0.8	1314	.	.	.
O=C(N/N=C/c1ccccn1)c1ccc(N/N=C/c2ccccn2)cc1	-1.3	-0.19	-0.65	0.79	3	715	-6.7%	i	-7	-0.31	1278	3.7	1.9	3.5	0.9	1108	-0.8%	0	-12
Cc1cccc(Cn2cnc3ccccc32)c1	0.14	-0.22	0.22	0.53	-3	711	2.4%	i	-13	-0.55	1022	3.4	1.0	2.5	.	.	3.4%	8	21
CNc1oc(-c2cccc3ccccc23)nc1C#N	-0.32	-0.14	-0.14	0.7	.	.	-1.7%	i	-4	0.52	1310	8.8	2.1	3.3	0.7	1114	-0.7%	9	10

Source: PubChem BioAssay (several laboratories)
